Compound activity as filed in PubChem.
Tau fibril ThT: inhibitors of human tau fibril formation, thioflavin T binding; P10636; recombinant tau K18 P301L, heparin-induced fibrillization, ThT fluorescence; Potency, µM (doses to about 57.4 µM), inactives show top-dose activity, negative = inhibition, usual class: inhibitors; 2.1% of 270,000 active; note: % is set by controls: 0 for no effect and ±100 for the full control effect; nearly all actives have a fitted effect of over 55% in size
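Recombinant human tau K18 fragment […] carrying P301L, 15 uM unlabeled plus 0.24 uM Alexa 594-labeled, was fibrillized with 20 uM heparin in 100 mM sodium acetate pH 7 for 6 hr at 37 C; 30 uM ThT fluorescence read after 1 hr.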
TexasRed fluor: alters Texas Red total fluorescence, flagging assay interference | TRb/SRC2 Texas Red total fluorescence interference | Potency, µM (titrated, usually from 106 µM), for the others: top-dose fluorescence change, negative = quenching | 0.29% of 280,000 active; active = well fitted curve in either direction with a large enough effect; inconclusive = small, poorly fitted or top-dose-only effect; note: % is set by controls: 0 for no effect and ±100 for the full control effect
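Flags fluorescent or light-absorbing compounds by total fluorescence, S + 2P, at 555 nm excitation and 632 nm emission. Mixture: 20 nM Texas Red SRC2 peptide, 0.6 uM human TRb LBD, 1 uM T3, 5% DMSO; compound exposure 5 h at ambient temperature.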
Tau fluor counter: counter-screen for tau fibril formation inhibitors; tau K18 P301L Alexa594 fluorescence, heparin fibrillization; Potency, µM (doses to about 57.7 µM), for inactives: at the top dose activity change, negative = decrease; 0.93% of 280,000 active; AID 1463; note: % is set by controls: 0 for no effect and ±100 for the full control effect; nearly all actives have a fitted effect of over 55% in size
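Human tau K18 P301L (15 uM unlabeled, 0.24 uM Alexa 594-labeled) in 100 mM sodium acetate pH 7 with 20 uM heparin, 6 hr at 37 C. ThT 30 uM added, 1 hr ambient; Alexa 594 FP and total fluorescence read at 555/632 nm.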
HTT ATP protect: Huntington cell model cytoprotection by ATP luminescence; PC12 HTT-Q103 induced, cytoprotection, ATP luminescence, 40 h; Potency, µM (titrated, usually from 56.4 µM), without a hit: cytoprotection (ATP increase), hits mostly activators; 0.14% of 230,000 active;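 note: % of control where 0% means no effect; nearly all actives have a fitted effect of over 45% in size; toxic huntingtin expression switched on by the ecdysone agonist tebufenozide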
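ATP quantification (ATPlite) reports survival of PC12 cells in which tebufenozide, 100 nM final, switches on Htt exon 1 with 103 glutamines linked to GFP; compounds are titrated.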
TRb SRC2 PPI: TRbeta-SRC2 interaction inhibition; TRbeta-SRC2 peptide binding, fluorescence polarization; receptor liganded with 1 µM T3; Potency, µM (highest dose often 106 µM), inactives show at the top dose activity change, negative = inhibition, usual class: inhibitors; 0.065% of 280,000 active;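 note: plate controls were bound peptide for no effect and peptide without receptor for full effect; nearly all actives have a fitted effect of over 50% in size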
Target sequence (P10828 whole entry, looked up): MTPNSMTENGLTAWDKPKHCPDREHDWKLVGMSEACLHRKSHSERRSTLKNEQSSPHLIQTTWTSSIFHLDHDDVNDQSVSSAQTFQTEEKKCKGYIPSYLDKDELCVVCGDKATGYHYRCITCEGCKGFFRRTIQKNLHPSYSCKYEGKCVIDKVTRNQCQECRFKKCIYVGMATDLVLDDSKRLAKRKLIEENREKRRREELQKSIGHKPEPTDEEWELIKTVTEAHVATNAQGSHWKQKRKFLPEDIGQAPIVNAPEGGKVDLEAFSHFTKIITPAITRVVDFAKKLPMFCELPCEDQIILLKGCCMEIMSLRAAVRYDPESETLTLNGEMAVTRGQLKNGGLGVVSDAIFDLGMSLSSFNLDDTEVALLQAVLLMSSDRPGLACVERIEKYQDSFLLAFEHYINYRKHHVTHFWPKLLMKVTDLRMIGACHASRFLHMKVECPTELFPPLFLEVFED
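Decrease in fluorescence polarization of 20 nM Texas Red SRC2 coactivator peptide flagged inhibition of its binding to 0.6 uM TRb LBD; 1 uM T3 included, incubation 5 hr, ex 555/em 632 nm.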
Tau FP inhib: tau fibrillization inhibition (FP) | 0.39% of 280,000 active | AID 1468 | Potency, µM (doses to about 57.7 µM), inactives show top-dose activity, negative = inhibition, most hits filed as inhibitors | K18 P301L tau heparin fibrillization, Alexa594 FP, 6 h; note: % is set by controls: 0 for no effect and ±100 for the full control effect; nearly all actives have a fitted effect of over 55% in size
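Quantitative HTS format: compounds meet 15 uM recombinant K18 P301L tau and Alexa 594-tau tracer in 100 mM sodium acetate pH 7; 20 uM heparin triggers fibrillization at 37 C over 6 hr; FP gives the signal.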
RECQ1 helicase: RECQ1 (human) helicase inhibition. RECQ1 DNA unwinding, red fluorescence kinetic read. Potency, µM (series often up to 57.3 µM), for the others: at the top dose activity, negative = inhibition, actives largely listed as inhibitors. 0.54% of 240,000 active. AID 2549;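 note: plate controls were vehicle for no effect and no enzyme for full effect; nearly all actives have a fitted effect of over 30% in size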
Target sequence (P46063 whole entry, looked up): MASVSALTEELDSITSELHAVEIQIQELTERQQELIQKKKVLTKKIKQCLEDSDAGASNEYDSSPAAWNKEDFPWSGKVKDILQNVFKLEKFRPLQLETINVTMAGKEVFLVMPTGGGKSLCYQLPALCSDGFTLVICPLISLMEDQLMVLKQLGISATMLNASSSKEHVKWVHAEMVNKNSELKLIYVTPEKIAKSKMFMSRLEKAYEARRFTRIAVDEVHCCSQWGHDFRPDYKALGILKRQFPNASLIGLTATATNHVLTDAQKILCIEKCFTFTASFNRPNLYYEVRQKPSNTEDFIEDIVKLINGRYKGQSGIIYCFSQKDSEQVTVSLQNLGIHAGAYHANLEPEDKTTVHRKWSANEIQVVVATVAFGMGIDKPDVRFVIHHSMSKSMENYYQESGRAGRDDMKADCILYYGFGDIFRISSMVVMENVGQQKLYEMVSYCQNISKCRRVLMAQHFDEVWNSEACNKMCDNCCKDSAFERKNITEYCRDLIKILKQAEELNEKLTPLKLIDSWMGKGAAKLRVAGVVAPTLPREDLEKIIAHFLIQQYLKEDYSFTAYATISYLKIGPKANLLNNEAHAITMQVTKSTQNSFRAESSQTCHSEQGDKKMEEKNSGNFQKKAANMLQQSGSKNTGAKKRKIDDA
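50 nM RECQ1T1 preincubated 15 min with compound in Tris pH 8.0 buffer with MgCl2, DTT, Tween-20 and 2.5 ug/ml poly(dI-dC); started with 200 nM TAMRA/BHQ-2 forked duplex and 2 mM ATP. Unwinding read as fluorescence (525/598 nm), two reads 2 h apart.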
L3MBTL1 inh: inhibitors of human L3MBTL1; Q9Y468; AlphaScreen L3MBTL1–H3K9me1 peptide binding; Potency, µM (series often up to 57.1 µM), inactives show at the highest dose activity, negative = inhibition, hits mostly inhibitors; 0.66% of 230,000 active; AID 485360; note: % is set by controls: 0 for no effect and ±100 for the full control effect; nearly all actives have a fitted effect of over 60% in size
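Displacement of a biotinylated histone H3(1-15) peptide monomethylated at Lys9 (75 nM) from L3MBTL1 (50 nM) was measured by AlphaScreen after a 30 min room-temperature compound incubation; cefsulodin titration served as intraplate control.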
Starred values were filed as active, the others as inactive; i = inactive; ? = inconclusive; · = not tested or not shown; & = joins results of further samples; [ ] = remark or other dose. Unless noted, calls come from the whole dose curve; as a rule, active = well fitted curve in the direction sought with a large enough effect; inconclusive = small, poorly fitted or top-dose-only effect, or another doubt; inactive = no such curve, though single readings can be large; an effect the other way counts as inactive or inconclusive. Potency is the fitted concentration of half-maximal effect. Some of the compounds tested, so the mix of outcomes need not match the whole.

Under each structure – Tau fibril ThT, TexasRed fluor, RECQ1 helicase, Tau FP inhib, HTT ATP protect, L3MBTL1 inh, TRb SRC2 PPI, Tau fluor counter
O=C1c2ccccc2S(=O)(=O)N1Cc1nc2ccccc2s1
    -17%, 1%, 10%, -9%, -70%[inhibitor][10 µM], 5%, -7%, -14%
Cc1ccc(OCC(=O)N2N=C(c3ccc(Cl)cc3)CC2c2ccco2)c([N+](=O)[O-])n1 (stereo unspecified)
    -10%, -4%, -3%, 7%, 2%[10 µM], -18%, -1%, -13%
Cc1c(C)n(C(=O)CSc2ncn[nH]2)c2ccccc12
    -18%, 2%, -3%, 1%, 28%[10 µM], ·, -7%, -20%
Cc1ccccc1NC(=O)Cn1c(=O)n(CCCCCC(=O)NCc2ccccc2Cl)c(=O)c2sccc21
    16%, -71%, ·, 4%, ·, ·, -7%, -3%
c1ccc(-c2nnc(CN3CCN(c4ccccc4)CC3)o2)cc1
    ?, 1%&-3%, -1%, 1%&-2%, -14%, ·, -2%&-1%, -7%&-2%
COc1cc(CN2CCC(C(=O)N3CCC(C)CC3)CC2)cc(Br)c1O
    -11%, 1%, i, -10%, -17%, -5%, -17%, -11%
COc1ccc(C2(C(=O)N3CCCC3)CCOCC2)cc1OC
    3%, 1%, -4%, 6%, -3%[1.9 µM], 3%, -9%, 0%
Cc1ccccc1OCCCCn1c(CCNC(=O)C(C)(C)C)nc2ccccc21
    -15%, -18%, ·, 9%, ·, ·, 3%, -9%
CC(OC(=O)C1CC1)C(=O)Nc1cc(C(F)(F)F)ccc1Cl (stereo unspecified)
    2%, -3%, i, 0%, 1%, 3%[11.4 µM], 0%, 1%
O=c1c(-c2cccc3ccccc23)[n+]([O-])c2ccccc2n1O
    -11%, -2%, -4%, 2%, -20%, -1%, -21%, -3%
COc1ccc(C(c2nnnn2Cc2ccccc2)N2CCN(C(=O)c3ccco3)CC2)cc1 (stereo unspecified)
    -10%, 2%, -9%, -4%, 3%, -3%, -2%, -6%
c1ccc2nc(-c3ccncc3)ccc2c1
    1%, -2%, 7%, 2%, -29%, -3%, 3%, -4%
Cc1nn(-c2cccc(Cl)c2)nc1C(=O)O
    2%, 3%, i, 6%, -4%, 1%, 2%, 9%
Nc1nc(Nc2ccccc2F)nc(NCCO)c1[N+](=O)[O-]
    -15%, -3%, i, 6%, 1%[10 µM], -6%, 4%, -18%
COc1ccc(-c2nc(CS(=O)CC(=O)NCc3cccnc3)c(C)o2)cc1OC (stereo unspecified)
    ?, -5%, -3%, 7%, -11%, ·, -5%, -9%
COc1cc(Cl)cc(/C=C/c2ccc3ccccc3n2)c1OC(C)=O
    ?, -4%, -3%, ?, -15%[10 µM], 24%, 0%, ?
Cc1ccc(-c2nnn(CC(=O)NCCc3ccc4c(c3)OCO4)n2)o1
    -4%, -2%, 0%, 1%, -4%, ·, 1%, -6%
O=C(COC(=O)Cn1[nH]c(=O)c2ccccc2c1=O)Nc1ccc2c(c1)OCO2
    -4%, 1%, -7%, 1%, -9%, -2%, 1%, -9%
Cn1c(=O)c2c(-c3ccccc3)n(Cc3ccccn3)cc2n(C)c1=O
    ?, -7%, 6%, -3%, -11%[0.074 µM], ·, -5%, -10%
COC(=O)c1ccc(Cl)cc1NC(=O)NC(C)c1c(-n2cccc2)sc(C)c1C (stereo unspecified)
    -16%, -19%, ·, -16%, ·, ·, 8%, ?
Cn1c(CN2CCOCC2)nnc1SCC(=O)Nc1nccs1
    4%, -2%, -7%, 6%, 8%, 12%[11.4 µM], 3%, 0%
Cc1ccc(Cl)cc1NC(=O)c1ccc(CSc2nnnn2C)cc1
    -12%, 0%, i, -1%, -1%, ·, -1%, -9%
CCCc1c(C)nn(C(=O)/C(C#N)=N/Nc2ccccc2[N+](=O)[O-])c1C
    ?, -2%, i, -9%, -8%, -15%, -4%, -10%
O=C1C=C(NCc2ccccc2)C2(CCCCC2)O1
    -4%, 1%, 18%, -9%, -5%[10 µM], 4%, 0%, 0%
CC1=NN(c2ccccc2)C(=O)C1(C)[N+](=O)[O-] (stereo unspecified)
    -4%, -1%, -2%, -8%, ·, 6%, -8%, -6%
CC1(C)C=C(c2ccc(C(=O)O)s2)CC(C)(C)N1
    8%, -2%, -2%, 2%, 1%[10 µM], 40%[activator], -3%, -1%
COc1cc(CCC(O)CC(=O)CCc2ccccc2)ccc1O (stereo unspecified)
    -13%, 0%, -10%, 5%, -17%[10 µM], -3%, -2%, -16%
Cc1ccc(O)c(C(=O)c2cnc3onc(-c4ccc(F)cc4)c3c2)c1
    ?, 5%, 0%, -7%, ·, -5%, -4%, ?
O=c1c2ccccc2ncn1Cc1ccc(Cl)cc1
    -4%, -3%, -5%, -3%, -12%, 4%, 2%, -8%
CCc1ccc(C(=O)NCc2cnn(C)c2)s1
    2%, -4%, i, -6%, ·, 3%, -3%, 4%
O=C(c1ccc(S(=O)(=O)NCc2ccco2)cc1)N1CCN(Cc2ccccc2)CC1
    -6%, -7%, i, -3%, -11%, -8%, -3%, -4%
CC1=NN(C(=O)c2csc(C)c2)C(O)(C(F)(F)F)C1 (stereo unspecified)
    -2%, -2%, -14%, 3%, 1%, 10%, 10%, 0%
Cc1cc(-n2c(C)nc3ccccc3c2=O)ccc1NC(=O)C(F)(F)F
    -13%, 0%, ·, -7%, ·, ·, -11%, -16%
Cc1nn(-c2ccccc2)c(Cl)c1C1C(C#N)=C(N)OC2=C1C(=O)CC(C)(C)C2 (stereo unspecified)
    -4%, -1%, -7%, 4%, -5%[10 µM], -16%, -11%, -5%
Cc1cccc(NC(=O)CSc2nnc(-c3cnccn3)n2Cc2ccco2)c1
    12%, 2%, -8%, 2%, 16%, -12%, -7%, -1%
Cc1nc(NC(=O)Nc2ccc(Cl)cc2)sc1C
    -7%, -1%, -2%, 5%, -55%[inhibitor], -7%, -4%, -24%
O=c1c2[nH]c3ccccc3c2nc2n1CCCS2
    -3%, -8%, -3%, 1%, -89%[inhibitor], ·, 0%, -11%
O=C(OCc1cc(=O)n2nc(C3CC3)sc2n1)c1ccc(NC(=O)c2ccccc2Cl)cc1
    -11%, 0%, ·, 14%, ·, ·, 10%, -12%
Cc1ccc2[nH]c3c(=O)n(N)c(=O)[nH]c3c2c1
    -10%, -2%, -7%, -1%, -4%[10 µM], 0%, 0%, -16%
Cc1ccc(C)c(NC(NC(=O)c2ccccn2)C(Cl)(Cl)Cl)c1 (stereo unspecified)
    -8%, -2%, -8%, -2%, 6%[10 µM], 10%, -1%, -18%
CC(/C=N/NC(=O)CSc1nc(C)cc(C)n1)=C\c1ccccc1
    -7%, -1%, -10%, 10%, 22%[10 µM], 6%, -3%, -7%
COc1ccc(N(CC(=O)NCc2cccnc2)S(=O)(=O)c2ccc(C)c([N+](=O)[O-])c2)cc1
    -4%, 0%, i, 1%, -36%[inhibitor], 1%, -4%, -7%
COc1ccc(NS(=O)(=O)c2ccc3c(c2)Cc2ccccc2-3)cn1
    -7%, 0%, -12%, -9%, 9%, -5%, 0%, ?
O=C(O)c1ccc(CSc2nnc(-c3ccncc3)n2-c2ccc(Cl)cc2)cc1
    -5%, 1%, i, -2%, -33%[inhibitor], 4%, 0%, -1%
COCCNc1c([N+](=O)[O-])c(=O)n(-c2ccccc2)c2ccccc12
    -7%, 0%, 5%, -10%, 5%[10 µM], 3%, 0%, -8%
O=C1NC(c2ccco2)Nc2sc3c(c21)CCN(Cc1ccccc1)C3 (stereo unspecified)
    ?, 15%, -4%, ?, -18%, ·, -9%, -19%
CCCOc1cccc(C(=O)NC(=S)Nc2ccccc2)c1
    -15%, 2%, -10%, -12%, 8%[10 µM], -8%, 3%, -21%
COc1cccc(-n2nnnc2SCC(=O)Nc2cccc(C)n2)c1
    -5%, -2%, -1%, 4%, 18%, 1%, -8%, -10%
O=c1c2ccccc2nc2n1CCCCC2
    -9%, 1%, 6%, 1%, -29%, -1%, 4%, -8%
CC(=O)Nc1ccc(Nc2c3c4c(cccc4n(C)c2=O)C(=O)c2ccccc2-3)cc1
    ?, 1%, -17%, ?, -5%[10 µM], -15%, -2%, -27%
O=C(Cc1ccc(S(=O)(=O)N2CCCC2)s1)N1CCN(c2ccc(F)cc2)CC1
    -17%, 0%, -16%, 0%, 22%, ·, -3%, -10%
CCCC(C)NC(=O)CSc1nc2ccc(C)cc2[nH]1 (stereo unspecified)
    -2%, -3%, i, 0%, 1%[10 µM], 1%, 7%, -6%
COc1ccc(/C=N/NC(=O)c2ccc(Cn3cc([N+](=O)[O-])cn3)o2)cc1O
    -10%, 0%, -11%, -8%, -12%, ·, 2%, -9%
Cc1cccc(NC(=O)CN(c2ccc(F)cc2)S(C)(=O)=O)c1
    ?, 12%, -9%, 9%, -85%[inhibitor][10 µM], -7%, -6%, 4%[2.34 µM]
CC(=O)c1c(C)[nH]c(C(=O)OCC(=O)Nc2cc(C)on2)c1C
    0%, 1%, -3%, 1%, 2%, ·, 7%, -2%
CS(=O)(=O)N1CCc2cc(C(=O)N3CCCC3)ccc21
    -4%, -1%, -5%, 0%, -36%[inhibitor], -7%, -12%, 0%
COc1ccc(C(=O)Nc2ccccc2-c2nnn(CC(=O)N3CCOCC3)n2)cc1
    -1%, -1%[53 µM], -6%, -10%, -22%[10 µM], -2%, 2%[53 µM], -11%

Record cards, as listed above. Screens in order: Tau fibril ThT, TexasRed fluor, RECQ1 helicase, Tau FP inhib, HTT ATP protect, L3MBTL1 inh, TRb SRC2 PPI, Tau fluor counter
Cc1cc(-n2c(C)nc3ccccc3c2=O)ccc1NC(=O)C(F)(F)F is listed as -13%, 0%, ·, -7%, ·, ·, -11%, -16%
CCCOc1cccc(C(=O)NC(=S)Nc2ccccc2)c1 is listed as -15%, 2%, -10%, -12%, 8%[10 µM], -8%, 3%, -21%
